Compound activity as filed in PubChem.
S1P4 agonist – S1P4 receptor agonists, primary screen, cell-based. Sphingosine 1-phosphate receptor 4 (Homo sapiens), O95977. S1P4-expressing cell line, agonist reporter assay. activation, % at 4.98 µM. 220,000 tested, 0.35% active; in the data active = activation above about 11%;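 note: 0% = DMSO vehicle and 100% = reference agonist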
NPY1 pot ag – NPY-Y1 receptor potentiators or agonists, primary screen, cell-based | 220,000 tested, 0.37% active | NPY-Y1 expressing cells, potentiator/agonist activation | AID 1304, 2008 | activation, % at 3.6 µM | Neuropeptide Y receptor type 1 (Homo sapiens), P25929; in the data active = activation above about 33%, passing the limit was not always enough;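 note: cells stimulated with NPY at EC10 then isoproterenol at EC100; 0% = low agonist plus stimulus and 100% = saturating agonist plus stimulus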
NPY-Y1 antag – NPY-Y1 receptor antagonists, primary screen, cell-based. Neuropeptide Y receptor type 1 (Homo sapiens), P25929. HEK293-CNG Y1 cells, membrane potential fluorescence; NPY at EC95, then isoproterenol. inhibition, % at 3.6 µM. 200,000 tested, 1% active. AID 1040, 2008;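 active = inhibition above the campaign mean inhibition of all tested compounds plus 3 SD, cut at about 20% in these data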;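 note: 0% = DMSO wells given NPY plus isoproterenol and 100% = isoproterenol alone without NPY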
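Material: Y1- and CNG-channel-expressing HEK293 cells / Probe or stimulus: NPY 25 nM then isoproterenol 1 µM plus Ro 20-1724 25 µM / Doses: 3.6 µM single dose, DMSO 0.4% / Schedule: compound incubation 1 h at room temperature, readout 45 min post-stimulation / Signal: membrane potential fluorescence / Benchmarks: isoproterenol-only wells as full block versus NPY-plus-isoproterenol wells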
CHOP inh – inhibitors of CHOP promoter induction, primary screen, cell-based, unfolded protein response, luciferase reporter. CHO-K1 CHOP-promoter luciferase, tunicamycin-induced, 15-18 h. inhibition, % at 10 µM. 220,000 tested, 3.8% active. AID 2732, 2010;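 active = compounds that reduced the stress-induced luciferase reporter signal by more than about 70% of percent inhibition, limit read from the data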;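 note: 0% = tunicamycin plus vehicle and 100% = wells without tunicamycin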
TRPML3 ag – human TRPML3 channel agonists, primary screen, cell-based, HEK293 TRPML3-YFP, Fluo-8 calcium fluorescence, 3 µM; Mucolipin-3 (Homo sapiens), Q8TDD5; 100% = the carbachol control signal; activation, % at 3 µM; 220,000 tested, 0.29% active; AID 1448, 2008;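 active = activation above its plate's cutoff, the mean activation of the plate's test wells plus 3 SD, cut at about 12% in these data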;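 note: 0% = DMSO only wells and 100% = carbachol wells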
Target sequence (Q8TDD5 whole entry, looked up): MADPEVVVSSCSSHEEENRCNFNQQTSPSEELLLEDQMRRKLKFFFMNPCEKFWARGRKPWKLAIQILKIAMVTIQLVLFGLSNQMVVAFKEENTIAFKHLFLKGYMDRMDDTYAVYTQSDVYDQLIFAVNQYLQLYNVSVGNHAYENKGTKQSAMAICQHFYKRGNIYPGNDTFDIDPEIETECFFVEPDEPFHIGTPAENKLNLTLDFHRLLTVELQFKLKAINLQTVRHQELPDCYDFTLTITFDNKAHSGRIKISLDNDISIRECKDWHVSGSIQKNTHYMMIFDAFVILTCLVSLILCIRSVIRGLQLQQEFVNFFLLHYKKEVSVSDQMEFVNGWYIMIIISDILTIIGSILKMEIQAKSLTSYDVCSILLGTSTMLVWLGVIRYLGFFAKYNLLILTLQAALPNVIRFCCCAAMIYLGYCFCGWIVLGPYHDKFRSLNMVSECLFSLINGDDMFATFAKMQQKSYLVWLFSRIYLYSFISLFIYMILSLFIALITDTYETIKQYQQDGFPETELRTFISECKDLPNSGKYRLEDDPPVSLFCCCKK
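Test system – HEK293 line with stable expression of human TRPML3-YFP channel · Control set – carbachol 87 µM final as high control (100%), DMSO as low control (0%) · Signal – Fluo-8 calcium dye fluorescence, ex 470-495, em 515-575 nm · Incubation – 1-h 37 °C dye load, 5-s basal, 120-s post-compound reads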
NPY2 pot ag – NPY-Y2 potentiators or agonists, primary screen, cell-based | 220,000 tested, 0.45% active | activation, % at 3.6 µM | Neuropeptide Y receptor type 2 (Homo sapiens), P49146 | cells expressing NPY-Y2, potentiator/agonist read-out | AID 1359, 2008; in the data active = activation above about 27%;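 note: cells stimulated with NPY near EC25 plus isoproterenol at EC100; 0% = vehicle plus submaximal agonist and 100% = vehicle plus saturating agonist; some results beyond the cut were filed as inactive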
EP2 mod – EP2 receptor modulators, cAMP readout, primary screen, cell-based, HTRF cAMP, PGE2 stimulation; Prostaglandin E2 receptor EP2 subtype (Homo sapiens), P43116; EP2-expressing cells, cAMP HTRF FRET, PGE2 co-stimulation; induction, % at 25 µM; 260,000 tested, 0.83% active; AID 940, 2007;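 active = compounds whose cAMP rise, as percent of the full-agonist control response, exceeds 60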;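 note: rat C6 glioma line stably carrying human EP2 under a CMV promoter; the protocol text gives 20 µM as final concentration; 100% = response of wells given 1 µM PGE2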
Target sequence (P43116 whole entry, looked up): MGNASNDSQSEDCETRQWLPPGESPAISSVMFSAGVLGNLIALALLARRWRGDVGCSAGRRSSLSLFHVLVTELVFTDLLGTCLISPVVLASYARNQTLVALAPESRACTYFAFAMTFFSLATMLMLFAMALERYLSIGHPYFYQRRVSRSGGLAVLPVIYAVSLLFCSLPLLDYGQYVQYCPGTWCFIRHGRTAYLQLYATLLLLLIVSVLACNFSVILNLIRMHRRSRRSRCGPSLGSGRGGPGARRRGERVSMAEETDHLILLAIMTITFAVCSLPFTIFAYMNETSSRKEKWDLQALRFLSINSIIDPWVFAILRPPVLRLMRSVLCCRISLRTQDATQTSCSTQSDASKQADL
S1P4 antag – S1P4 receptor antagonists, primary screen, cell-based. inhibition, % at 4.98 µM. S1P4-expressing cells, antagonist mode, reporter read-out. AID 1510, 2009. Sphingosine 1-phosphate receptor 4 (Homo sapiens), O95977. 220,000 tested, 0.26% active; in the data active = inhibition above about 29%;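 note: 0% = wells stimulated with agonist and 100% = vehicle wells without agonist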
zfTRPN1 agonist – zebrafish TRPN1 channel agonists, primary screen, cell-based, HEK293, calcium fluorescence; activation, % at 3 µM; transient receptor potential cation channel N1 (TRPN1/NompC), Danio rerio; HEK293 zebrafish TRPN1-YFP, Fluo-8 calcium fluorescence; 100% = response to 87 µM carbachol; 220,000 tested, 0.18% active;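 active = activation above its plate's cutoff, the mean activation of test wells on that plate plus 3 SD, cut at about 19% in these data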;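 note: 0% = DMSO alone and 100% = 87 µM carbachol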
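Control set: carbachol 87 µM as high control, DMSO as low control; system: HEK293 stable line with zebrafish TRPN1-YFP; read-out: % activation versus carbachol response; detection: intracellular calcium fluorescence with Fluo-8; doses: single test compound dose, 3 µM nominal, 0.3% DMSO; schedule: dye 1 h 37 °C plus 30 min RT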
An asterisk follows results filed as active; . = not tested or not shown; & = joins results of further samples. Random draw from the library; 6.5% or so of the library scored in one or more.

[1] CCOc1cccc(/C(O)=C2/C(=O)C(=O)N(Cc3cccnc3)C2c2ccco2)c1 (configuration not stated)
[2] COC(=O)CNC(=O)CN1c2cccc3cccc(c23)S1(=O)=O
[3] CSCCC(NC(=O)COc1cccc2ccccc12)C(=O)O (configuration not stated)
[4] CCn1c(SCC(=O)Nc2nc3ccccc3s2)nnc1-c1ccc(OC)cc1
[5] CCCCCn1c(Sc2ncccn2)nc2c1c(=O)[nH]c(=O)n2C
[6] S=C(NC1CCCCC1)N1CCc2[nH]c3ccccc3c2C1
[7] Cn1c(=O)c2c(nc(OCc3cccnc3)n2Cc2c(F)cccc2Cl)n(C)c1=O
[8] COc1ccc(-n2cnc3sc4c(c3c2=O)CCCC4)cc1
[9] CSc1nsc(SC)c1NC(=O)N1CCCCC1
[10] Cc1cccc(NC(=O)Cn2cc(C(=O)c3ccco3)c3ccccc32)c1
compound no.	1	2	3	4	5	6	7	8	9	10
TRPML3 ag	0.1	0.7	-0.2	0.2	0.8	0.3	-1.0	0.6	0.9	0.6
CHOP inh	2.5	6.0	0.3	40.6	-19.5	20.6	10.9	12.7	24.9	22.8
NPY1 pot ag	9.1	2.5	-26.4	-29.5	1.4	6.2	-24.9	-9.6	-24.2	19.4
zfTRPN1 agonist	1.4	0.3	-0.8	2.7	1.5	1.3	-2.1	-1.3	-0.6	4.3
NPY2 pot ag	5.6	-26.9	-20.7	-5.3	-0.3	8.0	1.7	6.4	-5.7	-0.3
NPY-Y1 antag	-2.0	-2.3	.	1.6	-3.4	.	7.7	1.7	-0.6	5.1
EP2 mod	11.1&10.3	26.6	5.6	-33.5	-1.4	-47.2	11.8	5.0	0.9	-31.1&-31.5
S1P4 agonist	-1.2	0.5	1.6	2.2	1.6	-1.9	2.1	1.7	0.5	-4.8
S1P4 antag	-6.3	-3.5	-15.1	-6.0	-5.2	-0.7	-19.9	-21.2	-14.4	4.7

Another view of part of the listing above:
[1] CCOc1cccc(/C(O)=C2/C(=O)C(=O)N(Cc3cccnc3)C2c2ccco2)c1 (configuration not stated)
  TRPML3 ag: 0.1	CHOP inh: 2.5	NPY1 pot ag: 9.1	zfTRPN1 agonist: 1.4	NPY2 pot ag: 5.6	NPY-Y1 antag: -2.0	EP2 mod: 11.1&10.3	S1P4 agonist: -1.2	S1P4 antag: -6.3

[2] COC(=O)CNC(=O)CN1c2cccc3cccc(c23)S1(=O)=O
  TRPML3 ag: 0.7	CHOP inh: 6.0	NPY1 pot ag: 2.5	zfTRPN1 agonist: 0.3	NPY2 pot ag: -26.9	NPY-Y1 antag: -2.3	EP2 mod: 26.6	S1P4 agonist: 0.5	S1P4 antag: -3.5

[3] CSCCC(NC(=O)COc1cccc2ccccc12)C(=O)O (configuration not stated)
  TRPML3 ag: -0.2	CHOP inh: 0.3	NPY1 pot ag: -26.4	zfTRPN1 agonist: -0.8	NPY2 pot ag: -20.7	NPY-Y1 antag: .	EP2 mod: 5.6	S1P4 agonist: 1.6	S1P4 antag: -15.1

[4] CCn1c(SCC(=O)Nc2nc3ccccc3s2)nnc1-c1ccc(OC)cc1
  TRPML3 ag: 0.2	CHOP inh: 40.6	NPY1 pot ag: -29.5	zfTRPN1 agonist: 2.7	NPY2 pot ag: -5.3	NPY-Y1 antag: 1.6	EP2 mod: -33.5	S1P4 agonist: 2.2	S1P4 antag: -6.0

Following part.
[11] Cc1ccc(N2CCN(C(=S)c3ccc(-c4cccc([N+](=O)[O-])c4)o3)CC2)cc1
[12] CCCCS(=O)(=O)NC1=NCN(CCOC(=O)c2ccccc2)CN1
[13] COc1ccc(NC(=O)CC2Oc3ccccc3NC2=O)cc1 (configuration not stated)
[14] CCOC(=O)Cc1cc(=O)n2[nH]c(C)c(-c3ccc(Cl)cc3)c2n1
[15] O=C1CCCC2=C1C(c1ccncc1)n1c(nc3ccccc31)N2 (configuration not stated)
[16] CC(C)CCOCC(O)CCC(=O)NNC(=S)Nc1ccccc1 (configuration not stated)
[17] CC(C)CC(c1nnnn1C(C)(C)C)N1CCN(Cc2ccccc2)CC1 (configuration not stated)
[18] Fc1ccccc1N1CCN(C(c2ccccn2)c2nnnn2C2CCCCC2)CC1 (configuration not stated)
[19] O=c1cc(-c2ccc(O)c(O)c2)oc2c(C3O[C@H](CO)[C@@H](O)[C@H](O)[C@H]3O)c(O)cc(O)c12 (some centres not stated)
[20] COc1ccc(-c2nc3ccccc3c(=O)n2CCCn2ccnc2)cc1
compound no.	11	12	13	14	15	16	17	18	19	20
TRPML3 ag	-0.4	-0.3	-0.4	-0.9	0.5	0.6	0.7	-0.2	0.6	0.8
CHOP inh	10.2	.	3.2	0.3	0.2	11.5	17.3	49.9	2.9	21.8
NPY1 pot ag	5.4	-13.6	4.3	-8.3	6.0	-10.2	0.1	-5.2	-14.7	4.3
zfTRPN1 agonist	-0.1	-0.6	0.7	-1.1	0.8	1.7	-0.5	-1.7	0.1	1.0
NPY2 pot ag	-14.9	15.0	17.8	3.1	14.7	-0.6	-9.4	7.8	8.4	6.8
NPY-Y1 antag	-3.8	-2.9	0.7	2.0	-2.2	8.6	8.2	-1.8	-7.5	14.2
EP2 mod	-24.3	.	-22.6	8.2	0.0	5.8	-0.6	27.1	30.3	27.7
S1P4 agonist	0.1	-1.2	-0.4	-2.0	1.5	-0.4	1.9	2.2	2.6	-0.8
S1P4 antag	4.6	-6.3	-16.0	2.8	0.6	-8.6	-3.2	6.0	13.5	-9.1

[21] CCn1c(NC(=O)Nc2cccc(C)c2C)cc2sccc21
[22] Cc1cc(NC(=O)c2ccc(S(=O)(=O)N(C)C)cc2)no1
[23] CCN(CC)C(=O)C1CC(=O)N(c2ccc(OC)cc2)C1c1ccc(OC)cc1 (configuration not stated)
[24] COc1cc(/C=C2\SC(=S)N(Nc3ccccc3)C2=O)cc(OC)c1OC
[25] CCOC(=O)c1cc(-c2ccc(C)cc2)n(CC(=O)NCc2ccco2)c1C
[26] OCCC1CN(Cc2cnc(-c3ccccc3)s2)CCN1CCc1ccccc1 (configuration not stated)
compound no.	21	22	23	24	25	26
TRPML3 ag	1.1	1.1	1.0	-0.2	-0.9	1.1
CHOP inh	90.2*	34.8	-8.8	38.0	54.7	-3.7
NPY1 pot ag	-3.6	16.2	-15.9	23.0	3.2	-29.6
zfTRPN1 agonist	0.1	-0.3	1.2	-0.7	0.6	0.3
NPY2 pot ag	-3.0	-6.2	-15.1	8.8	2.1	-17.8
NPY-Y1 antag	0.5	-5.0	10.0	0.7	-0.7	-0.6
EP2 mod	-18.1	16.2	5.8	0.8	12.0	-39.5
S1P4 agonist	1.8	0.6	0.6	0.8	-3.0	-0.5
S1P4 antag	5.4	-23.0	-4.0	7.9	-27.7	-8.1

Single records, from the list above:
Cc1cc(NC(=O)c2ccc(S(=O)(=O)N(C)C)cc2)no1 across the screens: TRPML3 ag: 1.1; CHOP inh: 34.8; NPY1 pot ag: 16.2; zfTRPN1 agonist: -0.3; NPY2 pot ag: -6.2; NPY-Y1 antag: -5.0; EP2 mod: 16.2; S1P4 agonist: 0.6; S1P4 antag: -23.0
CCn1c(NC(=O)Nc2cccc(C)c2C)cc2sccc21 across the screens: TRPML3 ag: 1.1; CHOP inh: 90.2*; NPY1 pot ag: -3.6; zfTRPN1 agonist: 0.1; NPY2 pot ag: -3.0; NPY-Y1 antag: 0.5; EP2 mod: -18.1; S1P4 agonist: 1.8; S1P4 antag: 5.4
